Assay outcomes: PubChem, NCI
All columns: NCI-60 one-dose screen, growth in % after 48 h at 10 µM unless noted; 100 = growth as untreated, 0 = no growth, -100 = all killed.
NCI/ADR-RES – NCI/ADR-RES ovarian cells; actives 4.4% (n = 81,000)
IGROV1 – IGROV1 ovarian cancer; actives 4.7% (n = 79,000)
SK-OV-3 – SK-OV-3 ovarian cancer cells; actives 3.2% (n = 80,000)
NCI-H460 – NCI-H460 lung cancer; AID 1794736; actives 6.8% (n = 82,000)
NCI-H23 – NCI-H23 lung cancer; actives 4% (n = 80,000)
NCI-H226 – NCI-H226 lung cancer; AID 1794732; actives 3.5% (n = 79,000)
NCI-H322M – NCI-H322M lung cancer | actives 2.7% (n = 80,000)
OVCAR-4 – OVCAR-4 ovarian cancer cells; actives 3.7% (n = 80,000); AID 1794784
NCI-H522 – NCI-H522 lung cancer; actives 8% (n = 78,000)
* = called active by the depositor; x = no result given; & = joins results of further samples; [ ] = remark or other dose. The calls were made as follows: active = growth percent below 10; inactive = the rest.

no.	structure	NCI-H226	NCI/ADR-RES	NCI-H460	IGROV1	OVCAR-4	NCI-H522	NCI-H23	NCI-H322M	SK-OV-3
1	COc1ccc(/C(=N/O)c2cc(F)c(F)c(OC)c2F)cc1O	86	17	9.7*	51	59	-57*	39	46	17
2	Nc1ccc(NC(=O)c2ccccc2-c2ccccc2C(=O)O)cc1	106	110	104	116	x	83	107	102	126
3	C#CCOC(=O)CCC(=O)OCC#C	102	100	105	105	99	103	96	90	105
4	Cc1nc2nc(SCC(=O)Nc3cccc(F)c3)[nH]c(=O)c2nc1C	86	97	102	102	105	97	96	103	106
5	NSc1ccccc1[N+](=O)[O-]	92	109	103	106	104	88	105	106	86
6	Cc1ccc([N+]2=NOC(=O)C2S(=O)(=O)Nc2ccc(-n3c(-c4cccc(Br)c4)nc4ccccc4c3=O)cc2)cc1 (stereo unspecified)	91	96	100	106	99	x	105	108	95
7	CC1(C)O[C@@H](COS(N)(=O)=O)[C@H](c2ccccc2Cl)O1	88	101	103	99	107	98	95	93	112
8	COC1=C(OC)C(=O)C(N(C)C)=C(CO)C1=O	102	104	107	103	108	84	105	93	102
9	Cn1c(SCC(=O)c2cccs2)nc2ccccc2c1=O	92	x	99	75	93	88	x	102	x
10	O=C1NC(=O)C2C3OC(C(Br)C3Br)C12 (stereo unspecified)	111	101&98	94&109	117&118	98&104	88&111	101&100	108&115	119&107
11	CCCC1(c2ccccc2)NC(=O)N(CC(=O)NCC(=O)Nc2ccc(F)c(F)c2F)C1=O (stereo unspecified)	95	106	107	100	98	95	109	111	109
12	COc1cc(/C=C2\Oc3cc(OCCN4CCCCC4)ccc3C2=O)cc(OC)c1OC	102	101	103	93	104	106	103	96	141
13	N#Cc1c(N)nc2c(nnn2-c2ccc(Cl)cc2)c1N	100	98	94	81	107	66	81	85	84
14	COc1ccc(-c2oc3cc(O)cc(O)c3c(=O)c2OC)cc1	95	84	75	53	87	51	83	98	200
15	COc1cc(Cl)cc(-c2nn(-c3cccc(NC(=O)c4ccc(N5CCOCC5)c(C(F)(F)F)c4)c3)cc2-c2ccncc2)c1	64	46	29	96	68	53	79	90	76
16	CC(C)c1ccccn1	97	98	98	101	110	88	93	99	98
17	CCOC(=O)/C=C/c1cccc2c1C(=O)NC(C)(c1cc3cc(Cl)ccc3oc1=O)N2 (stereo unspecified)	46	23	47	13	37	34	51	56	-0.6*
18	CCCCC[n+]1ccc(SCC(=O)N(C)c2ccc(OC(F)(F)F)cc2)c2ccccc21	99	98	106	109	100	87	84	99	106
19	CCCCCCC(CC#N)(CCC)CCCC (stereo unspecified)	97	109	99	101	114	x	110	113	113
20	Cc1ccc2c(c1)CCCN2	88	104	100	91	x	77	95	90	96
21	C/C(=N\Nc1ncc(C#N)c(N)n1)c1ccc(C)cc1	92	96	101	84	94	104	85	93	108
22	Cc1cc2cc3c(=O)[nH]c(=O)nc-3n(CC(O)C(O)C(O)CO)c2cc1C (stereo unspecified)	94	107	82	105	101	107	105	111	103
23	O=S(=O)(Nc1cccc(-n2cnc3cc(-c4ccc(O)cc4)ccc32)c1)C1CC1	19	25	16	35	48	14	39	55	36
24	CCCC/C(CC)=N\NS(=O)(=O)c1ccc([N+](=O)[O-])cc1	93	104	105	105	100	91	96	109	96

Quoted at random: 2 compounds from above, in no set order.
no.	structure	NCI-H226	NCI/ADR-RES	NCI-H460	IGROV1	OVCAR-4	NCI-H522	NCI-H23	NCI-H322M	SK-OV-3
15	COc1cc(Cl)cc(-c2nn(-c3cccc(NC(=O)c4ccc(N5CCOCC5)c(C(F)(F)F)c4)c3)cc2-c2ccncc2)c1	64	46	29	96	68	53	79	90	76
19	CCCCCCC(CC#N)(CCC)CCCC (stereo unspecified)	97	109	99	101	114	x	110	113	113

Continuation:
no.	structure	NCI-H226	NCI/ADR-RES	NCI-H460	IGROV1	OVCAR-4	NCI-H522	NCI-H23	NCI-H322M	SK-OV-3
25	Clc1ccc2c(c1)NC1(CCSc3ccccc31)n1nccc1-2 (stereo unspecified)	92	99	103	102	103	90	98	95	111
26	COc1ccc(C2c3sc(=O)[nH]c3SCC2CO)cc1 (stereo unspecified)	94	99	99	83	107	77	97	87	91
27	COc1ccc(/C=N/C2=C(C#N)C(c3ccc(N(C)C)cc3)c3ccc4ccccc4c3O2)cc1 (stereo unspecified)	45	47	41	40	87	26	79	89	74
28	O=C(O)c1ccc(-n2cc(CNc3ccc(F)cc3)c(-c3cc(C(F)(F)F)cc(C(F)(F)F)c3)n2)cc1	88	71	61	87	84	75	77	84	95
29	C/C(=N/O)c1ccc(N2C(=O)c3ccccc3C2=O)cc1	102	97	108	100	110	98	97	98	100
30	COc1cc(/C=C/c2cc(/C=C/c3ccc(O)c(OC)c3)nc(N)n2)ccc1O	12	39	5.5*	3.4*	18	-41*	-2.8*	x	-17*
31	CCN(CC)CCCC(C)Nc1ccnc2ccc(Oc3ccccc3)cc12 (stereo unspecified)	120	93	95	77	67	36	91	72	114
32	NC(=O)c1ccc[n+](Cc2c(Cl)cccc2Cl)c1	89&113	100&109	107&111	130	106&115	83&107	96&106	79&123	110&123
33	O=C1/C(=C/c2ccc(OCCCOc3ccc(Cl)cc3)cc2)N=C2SCCCN12	86	67	98	98	49	35	50	103	105
34	OC(c1ccccc1)(C(F)(F)Cl)C(F)(F)Cl	97	106	106	106	105	96	102	102	87
35	O=C1C2CCCN2C(=O)c2ccccc2N1Cc1cn(-c2ccc(F)cc2)nn1 (stereo unspecified)	91	95	101	97	104	93	99	97	97
36	CC/C(=C(/c1ccc(Cl)cc1)c1ccc(OCCCN(C)C)cc1)c1ccc(OC)cc1	104	83	5.3*	63	87	87	79	67	102
37	CC(NNC(=S)N1CCCCCC1)c1ccc2ccccc2n1 (stereo unspecified)	45	21	13	19	30	x	61	27	51
38	Cc1cc(=O)c2cccc(C)c2[nH]1	102	98	110	100	105	90	91	105	98
39	Brc1c(-c2ccncc2)nc2n1CCS2	93	107	103	0.7*	109	76	113	107	116
40	Fc1ccccc1-c1nc(-c2nc3ccc(Cl)cc3[nH]2)c2ccccn12	93	74	92	58	106	69	82	82	101
41	N#C/C(=C1\SCCCN1c1ccccc1)c1nc2ccccc2s1	73	94	94	69	77	59	83	94	85
42	CCOC(=O)/C=C/c1c(C)[nH]c(=O)[nH]c1=O	99	82	52	112	98	60	81	136	99
43	CCCCCN(CCCCC)CCCCCCCCCN1CCCc2cc(OC)ccc21	97	87	85	72	58	64	59	92	88
44	COc1ccc(-c2nc3cc(-c4nnc(C)o4)ccc3n2C2CCCCC2)cc1	124	99	109	109	105	75	98	103	88
45	COc1ccc2oc(=O)cc(-c3nc(-c4ccccc4)c(-c4ccccc4)n3S(=O)(=O)c3ccc(C)cc3)c2c1	84	92	107	85	96	86	85	91	92
46	CC(NC(=O)CCl)c1ccccc1 (stereo unspecified)	96	104	100	104	99	98	100	106	102
47	C=CCOC(=O)C1=C(C)NC2=C(C(=O)CCC2)C1c1ccccc1 (stereo unspecified)	90	101	101	98	103	84	96	97	87
48	C[C@@H]1O[C@@H](OC[C@H]2OC(Oc3c(-c4ccc(O)c(O)c4)oc4cc(O)cc(O)c4c3=O)[C@H](O)[C@@H](O)[C@@H]2O)[C@H](O)[C@H](O)[C@H]1O (stereo partly specified)	101	102	108	107	x	83	x	117	106
49	CCN(CC)c1ccc2nc3ccc(=[N+](CC)CC)cc-3oc2c1	-47*	90	6.7*	-32*	-89*	-30*	-46*	11	-9.4*
50	CC1(C)CC(=O)C2=C(C1)N(c1ccc(OC(F)(F)F)cc1)C(N)=C(C#N)C2c1ccc(Cl)c([N+](=O)[O-])c1 (stereo unspecified)	90	96	81	81	77	87	98	99	98
51	CC1(C)NCCC[C@]2(C)[C@H]3C=CC4=C5C[C@](C)(CO)CC[C@]5(C)CC[C@@]4(C)[C@]3(C)CC[C@@H]12	-59*[100 µM]	-86*[100 µM]	-82*[100 µM]	-85*[100 µM]	x	-76*[100 µM]	-85*[100 µM]	-100*[100 µM]	-80*[100 µM]
52	CC1CCN(CCCCCOc2ccc3oc4cc(Cl)ccc4c(=O)c3c2)CC1	113	71	36	52	75	70	88	74	97
53	CC1=CC(C)(C)Nc2ccc(C)cc21	109	109	127	109	108	93	104	99	106
54	O=C(Cn1c(=O)ccn(CCCCCOc2ccc(Br)cc2)c1=O)NCc1ccc(Oc2ccccc2)cc1	58	38	70	70	43	38	46	94	61
55	O=C(O)/C=C\C(=O)Nc1ccc(Cl)cc1Cl	95	116	126	103	123	72	104	102	98
56	O=C(O)C(O)C(=O)O	103	109	112	94	111	x	103	92	106
57	O=C(CCCc1ccccn1)c1cccc2ccccc12	94	102	104	94	115	81	99	103	94
58	S=C1NCc2cncnc2N1	101	106	106	111	105	x	109	114	102
59	CN(Cc1cccc(C(F)(F)F)c1)C(=O)[C@@H](CC(=O)N1CCC(N2CCCCC2)CC1)N1C(=O)[C@@H](N2C(=O)OC[C@@H]2c2ccccc2)[C@H]1/C=C/c1ccccc1	85	99	89	90	74	96	94	93	86
60	O=C(Nc1ccc(OS(=O)(=O)c2ccc(C(F)(F)F)cc2)cc1)c1ccc(Cl)cc1	96	97	93	107	100	75	88	90	100
61	O=c1oc2ccccc2cc1-c1csc(N2N=C(c3ccccc3)CC2c2ccc(Cl)cc2)n1 (stereo unspecified)	90	110	116	106	111	91	91	110	108
62	CC(C(=O)O)c1ccc2c(c1)Cc1ccccc1-2 (stereo unspecified)	99	99	110	22	100	91	95	90	103
63	O=CNc1ccc2ccccc2c1	105	105	109	106	102	88	101	89	95
64	CCCCCCCCCCCCCCCC(=O)OCCCCCCCCCC	99	x	110	120	116	115	114	120	114
65	COC1C(CO)OC(n2cnc3c(=S)nc(N)[nH]c32)C1O (stereo unspecified)	106	101	100	122	102	94	97	89	111
66	CCN(CC)CCSC(=O)C(O)(c1ccccc1)C1CCCC1 (stereo unspecified)	93	85	115	x	119	87	99	118	113
67	Cc1ccc(S(=O)(=O)N(C)CCN(C)S(=O)(=O)c2ccc(C)cc2)cc1	95	92	100	119	95	x	100	111	117
68	CN(C)S(=O)(=O)C(C)(C)c1ccccc1	92	93	133	101	91	85	91	95	154
69	CC/C(Cc1ccccc1)=C(/c1ccc(O)cc1)c1ccc(OCCCN(C)C)cc1	91	84	54	89	91	86	86	75	103
70	CCNc1cc2c(cc1Br)-c1ccccc1C2=O	92	96	97	82	93	94	86	88	90
71	CC(C)(C)CC(C)(C)n1nnnc1C(NC12CC3CC(CC(C3)C1)C2)c1c2ccccc2cc2ccccc12 (stereo unspecified)	68	82	91	84	51	70	68	89	100
72	Clc1ccc(-c2nc(Br)cn3ccnc23)cc1	75	x	92	74	112	85	85	93	89
73	Cc1ccc(OCCOCCOCCOCCOCCOc2ccc(C)n(O)c2=S)c(=S)n1O	6.7*	1.5*	3.6*	16	23	26	14	21	10
74	O=C1NC(=O)C2(C=C(c3ccccc3)C(O)(c3ccccc3)C2)N1 (stereo unspecified)	103	108	114	103	109	x	102	110	109
75	COc1ccc(C2=NN(c3cc(Cl)cc(Cl)c3)C(c3cccc(Nc4ccnc5cc(C(F)(F)F)ccc45)c3)C2)cc1 (stereo unspecified)	83	99	101	94	83	96	97	92	109
76	C=CC(Cl)CC1CCC2OC12 (stereo unspecified)	93	113	114	99	106	x	113	108	106
77	CCOC(=O)c1nnn(CC(N)=O)c1C	108	102	102	102	112	79	93	102	104
78	O=[N+]([O-])c1ccc(Sc2nc(Cl)nc(NC3CCCC3)n2)cc1	-44*[100 µM]	-49*[100 µM]	-51*[100 µM]	-68*[100 µM]	-100*[100 µM]	x	-70*[100 µM]	-92*[100 µM]	-100*[100 µM]
79	O=C(C(=O)N1CCCCC1)c1ccc(OC2OC(CO)C(O)C(O)C2O)cc1 (stereo unspecified)	102	103	114	87	108	85	101	116	105
80	Cc1cccc(C(C)(C)O)c1	103	105	114	104	110	93	113	94	88
81	CC(=O)C(=O)c1ccc([N+](=O)[O-])cc1	105	100	107	113	x	87	97	105	96
82	NCc1ccccc1Br	90	80	103	117	95	111	91	117	98
83	Cc1ccc(Oc2c(/C=N\N=c3/sc4ccccc4n3C)c(C)nn2-c2ccccc2)cc1	91	89	94	74	93	89	90	88	88
84	O=C1c2ccccc2C(=O)N1CC(O)COc1cccc2ccccc12 (stereo unspecified)	101	103	98	103	98	98	105	100	100
85	CCOC(=O)c1sc(NCC(=O)Nc2ccc(Cl)cc2[N+](=O)[O-])c(C(=O)OCC)c1C	100	x	102	105	107	89	x	101	x
86	CCN(CC)S(=O)(=O)c1ccc(O)c(NC(=O)c2sc3cc(F)ccc3c2Cl)c1	107	x	120	x	132	60	x	107	116

Laid out differently: 6 of the compounds above
Under each structure: NCI-H226	NCI/ADR-RES	NCI-H460	IGROV1	OVCAR-4	NCI-H522	NCI-H23	NCI-H322M	SK-OV-3
9. Cn1c(SCC(=O)c2cccs2)nc2ccccc2c1=O
    92	x	99	75	93	88	x	102	x
10. O=C1NC(=O)C2C3OC(C(Br)C3Br)C12 (stereo unspecified)
    111	101&98	94&109	117&118	98&104	88&111	101&100	108&115	119&107
11. CCCC1(c2ccccc2)NC(=O)N(CC(=O)NCC(=O)Nc2ccc(F)c(F)c2F)C1=O (stereo unspecified)
    95	106	107	100	98	95	109	111	109
12. COc1cc(/C=C2\Oc3cc(OCCN4CCCCC4)ccc3C2=O)cc(OC)c1OC
    102	101	103	93	104	106	103	96	141
13. N#Cc1c(N)nc2c(nnn2-c2ccc(Cl)cc2)c1N
    100	98	94	81	107	66	81	85	84
14. COc1ccc(-c2oc3cc(O)cc(O)c3c(=O)c2OC)cc1
    95	84	75	53	87	51	83	98	200

This is a random part of the collection. About 11% of those tested had a hit in this group.
